Compound activity: PubChem BioAssay, Southern Research Specialized Biocontainment Screening Center
Salmonella PhoP GFP: PhoP regulon inhibitors, Salmonella typhi PhoP promoter GFP reporter, confirmatory (AID 1850); Salmonella Typhi PhoP-promoter GFP reporter, fluorescence, 4 h; higher % means a stronger effect; inhibition, % at 50 µM; hits with a dose series show IC50 in µM; actives 0.33% (n = 310,000); in the data active means a potency from the dose series; inconclusive means inhibition mostly from about 25% at the one dose, without a potency; inactive means the rest, 99 in 100 with inhibition below about 19%;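 further: 0% = induced wells with vehicle and 100% = uninduced wells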
influenza NS1A: H1N1 influenza NS1A inhibitors, functional cell based assay (AID 504329) | NS1A functional cell-based assay, percent inhibition; higher % means a stronger effect | one-dose inhibition, % at 12.5 µM; IC50 in µM for titrated hits | actives 0.3% (n = 340,000); in the data active means a potency from the dose series; inconclusive means inhibition above about 27% without an active follow-up result; further: strong numbers were not always called active
VEEV TC-83 Vero: inhibitors of VEEV TC-83 cytopathic effect, confirmation, Vero cells (AID 588727). Vero cells, VEEV TC-83 cytopathic effect inhibition; higher % means a stronger effect. one-dose inhibition, % at 20 µM; IC50 in µM for titrated hits. actives 0.13% (n = 350,000); in the data active means a potency from the dose series; inconclusive means inhibition mostly from about 14% at the one dose, without a potency; inactive means the rest, 99 in 100 with inhibition below about 12%; further: strong numbers were not always called active
M. tuberculosis HTS: M. tuberculosis growth inhibition, HTS (AID 449762); M. tuberculosis H37Rv growth inhibition, 7H9 media; higher % means a stronger effect; inhibition, % at 25 µM, or IC50 in µM where a hit was titrated; actives 0.59% (n = 330,000); in the data active means a potency from the dose series; inconclusive means inhibition above about 70% without an active follow-up result;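 further: bacterial growth assessed after seven days of incubation; strong numbers were not always called active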
M. tuberculosis: growth inhibition of non-replicating M. tuberculosis (AID 488890); Mycobacterium tuberculosis non-replicating, growth inhibition; higher % means a stronger effect; actives 0.39% (n = 320,000); one-dose inhibition, % at 25 µM; IC50 in µM for titrated hits; in the data active means a potency from the dose series; inconclusive means inhibition mostly from about 82% at the one dose, without a potency; inactive means the rest, 99 in 100 with inhibition below about 76%;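 further: plate controls were DMSO cells for no effect and high antibiotic wells for full effect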
VEEV TC-83 Vero 10K pilot screen: also measured in VEEV TC-83 Vero; calls as there; inhibition, %; measured here: 10K pilot screen inhibition
* marks the source's active call; other numbers are inactive results; i = inactive; ? = inconclusive; nt = no result given.

Sample of the layout (five entries):
SMILES	Salmonella PhoP GFP	influenza NS1A	VEEV TC-83 Vero	M. tuberculosis HTS	M. tuberculosis	others
CC(=O)Nc1cc(C(=O)N2CCc3ccccc3C2)ccc1Sc1ccc(C)cc1	1.4%	3.3%	i	-2.0%	52.0%
O=C1C(c2ccccc2)C(c2ccccc2)NC(c2ccccc2)C1c1ccccc1 (stereo not given)	-17.5%	-5.9%	0.2%	4.9%	18.6%
COc1ccc(C(=O)Nc2ccccc2-c2nnn(CC(=O)NCc3ccco3)n2)cc1	14.1%	1.3%	0.8%	7.4%	-11.4%
Cc1nn(C)c(C)c1C1C(C#N)=C(N)Oc2n[nH]c(C)c21 (stereo not given)	-2.9%	-5.8%	0.4%	4.3%	-13.6%
Cc1nc2cc(NC(=O)c3ccc(S(=O)(=O)N(C)c4ccccc4)cc3)ccc2o1	-24.8%	2.1%	4.7%	1.3%	22.8%

Results, repeating the preview:
SMILES	Salmonella PhoP GFP	influenza NS1A	VEEV TC-83 Vero	M. tuberculosis HTS	M. tuberculosis	others
CC(=O)Nc1cc(C(=O)N2CCc3ccccc3C2)ccc1Sc1ccc(C)cc1	1.4%	3.3%	i	-2.0%	52.0%
O=C1C(c2ccccc2)C(c2ccccc2)NC(c2ccccc2)C1c1ccccc1 (stereo not given)	-17.5%	-5.9%	0.2%	4.9%	18.6%
COc1ccc(C(=O)Nc2ccccc2-c2nnn(CC(=O)NCc3ccco3)n2)cc1	14.1%	1.3%	0.8%	7.4%	-11.4%
Cc1nn(C)c(C)c1C1C(C#N)=C(N)Oc2n[nH]c(C)c21 (stereo not given)	-2.9%	-5.8%	0.4%	4.3%	-13.6%
Cc1nc2cc(NC(=O)c3ccc(S(=O)(=O)N(C)c4ccccc4)cc3)ccc2o1	-24.8%	2.1%	4.7%	1.3%	22.8%
NS(=O)(=O)c1ccc(CCNC(=O)C2CCN(S(=O)(=O)c3cnc[nH]3)CC2)cc1	0.4%	-2.4%	0.2%	-6.5%	-6.0%
COc1ccc(/C=N/NC(=O)C[n+]2ccccc2)c(OC)c1OC	-9.9%	-9.0%	1.3%	6.3%	-2.8%
COc1ccc(-c2ccc(SCC(=O)NCc3ccco3)nn2)cc1OC	1.0%	0.9%	2.5%	-11.8%	-8.9%
CCn1cc(C(=O)Nc2cc(C)ccc2C)c(=O)c2ccc(C)nc21	5.5%	nt	nt	-2.3%	-1.4%
CCOc1ccc(S(=O)(=O)NC(=O)c2ccccc2)cc1	-11.9%	15.0%	1.2%	-4.8%	-8.1%
O=C(O)CCCNC(=O)c1cncc(Br)c1	7.3%	-1.7%	i	-1.9%	-2.7%
COc1ccccc1N1CCN(C(=O)C(NS(=O)(=O)c2cccs2)c2ccccc2)CC1 (stereo not given)	-10.9%	21.0%	0.7%	-5.0%	45.1%	VEEV TC-83 Vero 10K pilot screen=0.9
CCOC(=O)C1=C(C)NC2=C(C(=O)c3ccccc32)C1c1cccc2ccccc12 (stereo not given)	3.4%	-2.8%	9.2%	4.6%	25.3%
O=C(c1cccc(C(=O)N2CCc3ccccc32)n1)N1CCc2ccccc21	-30.2%	-22.8%	4.0%	5.0%	8.2%
Cc1ccc(S(=O)(=O)N2CCCC2C(=O)Nc2nccs2)cc1 (stereo not given)	-1.8%	-1.1%	0.6%	1.8%	7.0%
C=CCOc1ccc(/C=C/C(=O)OCC(=O)Nc2c(C)n(C)n(-c3ccccc3)c2=O)cc1	1.7%	-3.4%	2.7%	-16.9%	-7.5%
O=C(COC(=O)COc1ccc(Br)cc1)NCc1ccc2c(c1)OCO2	nt	1.4%	0.7%	-0.5%	42.6%
CCN(CC(=O)NCc1ccc(Cl)cc1)C(=O)/C=C/c1ccccc1	-3.6%	4.0%	1.8%	-0.5%	10.7%
O=C(CCCn1c(SCc2cccc([N+](=O)[O-])c2)nc2ccccc2c1=O)NCC1CCCO1 (stereo not given)	2.8%	-5.7%	8.7%	20.4%	22.9%
O=C(NCC1CCCN(C(=O)c2cscn2)C1)c1ccc(-c2ccccc2)cc1 (stereo not given)	-2.6%	-5.2%	0.0%	-0.6%	19.9%
NS(=O)(=O)c1ccc(CCNC(=O)CSc2nc3ccsc3c(=O)n2CCCCCC(=O)O)cc1	6.0%	-0.3%	0.6%	-0.1%	-7.1%
Cc1cc(C)c(C)c(S(=O)(=O)NCC(=O)NCc2ccco2)c1C	-3.7%	-7.9%	0.0%	-1.7%	17.0%
CCOc1ccccc1NC(=O)Nc1ccon1	-5.7%	-3.0%	0.7%	1.1%	2.1%
COc1ccc(-c2cc3c(=O)n(CC(=O)NCc4ccccc4F)ncn3n2)cc1	5.3%	1.3%	i	-7.9%	-9.7%
CC(C(=O)O)n1c2ccccc2c2cn[nH]c(=O)c21 (stereo not given)	-5.9%	15.3%	0.2%	-1.6%	2.7%

Later entries
SMILES	Salmonella PhoP GFP	influenza NS1A	VEEV TC-83 Vero	M. tuberculosis HTS	M. tuberculosis	others
Cc1nnsc1C(=O)NNc1ccc(Cl)cc1	3.3%	8.8%	i	59.7%	-1.8%
N#CC1=C(N)Oc2c(sc3ccccc23)C1c1ccco1 (stereo not given)	-12.7%	4.7%	12.1%	6.6%	9.2%
CCCCOC(=O)Cn1c(=O)c2c(nc(Br)n2Cc2ccccc2)n(C)c1=O	-2.4%	-2.1%	4.1%	-1.4%	48.5%
C#CCOCCOCCOCCNc1nc(N2CCN(C(=O)CCCCCCCCCCNC(=O)[C@H](CCCCN)n3cc(C)nn3)CC2)nc(N2CCN(C(=O)CCCCCCCCCCNC(=O)[C@@H]([C@H](C)CC)n3cc(CCCCCN)nn3)CC2)n1	33µM*	12.3%	i	?	79.2%	VEEV TC-83 Vero 10K pilot screen=0.0
COc1ccccc1N1Cc2ccccc2C1	14.4%	-9.0%	1.1%	-9.0%	45.4%
Cc1ccc2[nH]c(=O)c(CN(Cc3cccnc3)Cc3nnnn3CCN3CCOCC3)cc2c1	21.5%	6.8%	0.3%	-2.2%	3.4%
Cc1ccc(-c2ccc(=O)n(CC(=O)N3CCN(c4cc(Cl)ccc4C)CC3)n2)cc1	-11.4%	-3.8%	i	94.3%	12.7%
O=C(Cc1cccs1)N1CCCC(c2nc3c(nnn3Cc3ccc(F)cc3)c(=O)[nH]2)C1 (stereo not given)	1.8%	23.7%	0.7%	-5.8%	10.8%
COc1ccc(OC)c(C(c2nnnn2C2CCCC2)N2CCN(c3ccccc3)CC2)c1 (stereo not given)	1.8%	-8.6%	1.0%	1.3%	18.1%
CCN1C(=O)CC(N2CCN(C(c3ccccc3)c3ccccc3)CC2)C1=O (stereo not given)	-6.5%	12.9%	1.7%	-15.2%	-9.6%
CCCS(=O)(=O)c1c(S(=O)(=O)CCC)c2cnccn2c1C(=O)c1ccc(CC)cc1	0.0%	12.6%	6.8%	-3.7%	16.7%
Cc1cc(-c2c(C(=O)N3CCOCC3)c(C)nn2-c2ccccc2)no1	-5.5%	-2.6%	1.5%	-5.2%	-6.2%
COCc1ccc([C@@H]2C[C@H]3CN(Cc4ccccc4C)C(=O)[C@]34CCCN24)o1	10.0%	-3.5%	0.1%	-1.7%	6.0%
O=C(O)CCC(=O)N1CCN(c2cccc(Cl)c2)CC1	2.1%	6.3%	i	-0.1%	27.8%
CCOC(=O)c1c(NC(=O)CSc2ncnc3ccccc23)sc(C)c1C	-0.8%	4.6%	0.3%	41.7%	43.1%
Cc1cccc(-n2ncc3c(N4CCc5ccccc54)ncnc32)c1	-3.9%	nt	nt	-6.8%	-3.6%
COC(=O)c1cnc(N2CCOCC2)nc1C(F)(F)F	-4.0%	-1.2%	0.7%	-1.7%	-5.2%
CC(/C=N/NC(=O)CSc1nc(C)cc(C)n1)=C\c1ccccc1	-10.2%	5.7%	0.2%	-7.9%	9.6%
CCN(CC)CCN(C(=O)c1ccc2c(c1)CCCC2)c1nc2ccc(OC)cc2s1	-8.6%	-7.6%	i	-5.7%	42.0%
CC1CCN(C(=O)Cn2c(SCC(=O)Nc3nccs3)nc3ccccc32)CC1	-2.4%	0.9%	0.2%	3.1%	11.1%
Cc1ccc(S(=O)(=O)N(C)c2ccc(C)c([N+](=O)[O-])c2)cc1	-6.7%	1.9%	i	2.0%	19.9%
CC(C)C[C@H](NC(=O)c1nc[nH]c1C(=O)N[C@@H](CC(C)C)C(=O)OC(C)(C)C)C(=O)OC(C)(C)C	4.4%	-1.6%	7.0%	5.3%	18.4%	VEEV TC-83 Vero 10K pilot screen=6.5
O=C1Cc2ccccc2Sc2c(OCCN3CCCCC3)cccc21	6.8%	9.3%	i	2.8%	20.9%
O=C(Nc1ccc(N2CCOCC2)cc1)c1cnsn1	nt	8.6%	0.1%	nt	nt
CCCn1nc(C(=O)OCC(=O)Nc2cccc(OC)c2)c2ccccc2c1=O	-2.3%	1.4%	0.9%	-0.6%	-8.3%	VEEV TC-83 Vero 10K pilot screen=1.1

The listing continues:
SMILES	Salmonella PhoP GFP	influenza NS1A	VEEV TC-83 Vero	M. tuberculosis HTS	M. tuberculosis	others
C/C=C(\C)CN1CCCC(N(C)CCc2ccc(OC)c(OC)c2)C1 (stereo not given)	2.2%	-4.0%	i	-1.1%	6.8%
COc1ccc(CCN(C)C(=O)CSc2nnnn2C)cc1OC	-11.4%	7.2%	0.7%	-2.5%	8.7%
Cc1ccc(NC(=O)CSc2nnc(-c3ccncc3)n2C)cc1C	-3.4%	-0.4%	0.7%	-9.0%	7.0%
CCN(CC)CCCNC(=O)CCC(=O)Nc1ccc2nc(N3CCC(C)CC3)cc(C)c2c1	17.0%	-38.0%	0.7%	-13.2%	8.2%
CC(C)(C)NC(=O)CN(C(=O)C(=O)Nc1ccc2c(c1)OCCO2)C1CC1	5.7%	7.8%	3.4%	-10.6%	-10.6%
CSCCC(NC(N)=O)C(=O)Nc1ccc(F)c(Cl)c1 (stereo not given)	3.3%	8.6%	i	-7.2%	-1.8%
Cc1cc(C)c(OCCOCCN2CCCC2)c(C)c1	-3.7%	-0.4%	0.1%	-6.4%	-3.2%
COc1ccc(-c2oc(NC(=O)CSc3nncn3C)c(C#N)c2-c2ccc(OC)cc2)cc1	-2.7%	10.1%	i	1.1%	-4.1%
O=C(Nc1nnc(-c2cccc(F)c2)s1)Nc1ccccc1F	-10.4%	-0.7%	1.2%	4.7%	-21.4%	VEEV TC-83 Vero 10K pilot screen=0.9
NC(=S)NC(c1ccccc1)c1ccncc1 (stereo not given)	-0.3%	0.3%	1.4%	-7.5%	-5.4%
CN(C)S(=O)(=O)c1ccc(C(=O)Nc2cccnc2)cc1	18.3%	-4.9%	1.3%	7.0%	-29.0%
Cc1nnc(SCc2cccc(Oc3ccccc3)c2)n1N	3.5%	7.8%	i	-3.8%	5.2%
Cc1ccc(S(=O)(=O)CCC(=O)Nc2nnc(-c3ccco3)o2)cc1	-7.4%	1.2%	i	19.1%	?
CCOC(=O)Cc1c(C)nc2cc(-c3ccc(C(C)(C)C)cc3)[nH]n2c1=O	-5.7%	-2.3%	i	-1.6%	9.7%
Brc1ccc(OCCOCCN2CCOCC2)cc1	-9.1%	0.6%	0.1%	2.5%	22.8%
N/C(=N\O)c1ccc(Oc2ccccc2Cl)c([N+](=O)[O-])c1	-4.2%	1.6%	0.8%	-0.5%	7.0%
COCCN(CCOC)C(=O)C1CCCN(S(=O)(=O)c2ccc(NC(=O)OC)cc2)C1 (stereo not given)	-1.0%	-4.8%	1.1%	-1.0%	-0.8%
Nn1c(Cc2cccc3ccccc23)nnc1SCC(=O)NC1CCS(=O)(=O)C1 (stereo not given)	-7.5%	-2.4%	0.7%	0.1%	-4.8%
CC(C)CN(C(=O)CCC(=O)OC(C)C(=O)Nc1cccc(C#N)c1)c1c(N)n(CC(C)C)c(=O)[nH]c1=O (stereo not given)	-4.6%	-4.8%	1.6%	-4.9%	7.8%
Cc1cc2cc(CN(Cc3ccc4c(c3)OCO4)C(=O)c3ccco3)c(=O)[nH]c2cc1C	17.5%	4.8%	10.2%	8.5%	37.0%
COC(=O)COc1cccc2c(=O)n(CC(=O)N3CCCCC3)ccc12	16.8%	-11.6%	0.9%	-4.6%	-9.5%
COc1cc2c(cc1OC)-c1nnnn1C(C)(C)C2	0.8%	-6.8%	5.2%	0.9%	8.3%	VEEV TC-83 Vero 10K pilot screen=0.5
C=C1CCN([C@@H](Cc2ccccc2)C(=O)NCc2ccc(Cl)c(Cl)c2)S(=O)(=O)c2ccccc21	3.3%	9.4%	4.6%	-1.7%	10.3%
CSc1nc2n(n1)C(c1cccc(F)c1)C(C(=O)Nc1ccc(C)cc1C)=C(C)N2 (stereo not given)	-6.4%	-1.7%	3.2%	-1.3%	12.6%
CCCN(CCC)c1nc(N)c(C#N)c(CC#N)c1C#N	-7.2%	-3.8%	8.2%	-1.4%	-3.1%
